3T3 cytotox – NIH 3T3 cell cytotoxicity; NIH 3T3 viability, CellTiter-Glo ATP luminescence, 48-72 h; Potency, µM (series often up to 96.7 µM), for the others: top-dose activity change, negative = cytotoxicity, actives largely listed as inhibitors; 94,000 compounds, 4.3% hits; AID 1345082; also: potency is read from the fitted curve at half-maximal effect; nearly all actives have a fitted effect of over 55% in size
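Cytotoxicity was measured by CellTiter-Glo ATP luminescence after 48 or 72 h compound exposure at 37 °C. Mouse NIH 3T3 fibroblasts were seeded at 400 cells/well and dosed by 23 nL pin transfer.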
IP6K1 inhibitor – blocks human inositol hexakisphosphate kinase 1. AID 1645851. Q92551. 140,000 compounds, 0.81% hits. activity change, % (series mostly up to about 58 µM). IP6K1 kinase, ADP-Glo luminescence, 2 h; stronger effect = lower value; in the data active = activity change below about -25%
Target sequence (Q92551 whole entry, looked up): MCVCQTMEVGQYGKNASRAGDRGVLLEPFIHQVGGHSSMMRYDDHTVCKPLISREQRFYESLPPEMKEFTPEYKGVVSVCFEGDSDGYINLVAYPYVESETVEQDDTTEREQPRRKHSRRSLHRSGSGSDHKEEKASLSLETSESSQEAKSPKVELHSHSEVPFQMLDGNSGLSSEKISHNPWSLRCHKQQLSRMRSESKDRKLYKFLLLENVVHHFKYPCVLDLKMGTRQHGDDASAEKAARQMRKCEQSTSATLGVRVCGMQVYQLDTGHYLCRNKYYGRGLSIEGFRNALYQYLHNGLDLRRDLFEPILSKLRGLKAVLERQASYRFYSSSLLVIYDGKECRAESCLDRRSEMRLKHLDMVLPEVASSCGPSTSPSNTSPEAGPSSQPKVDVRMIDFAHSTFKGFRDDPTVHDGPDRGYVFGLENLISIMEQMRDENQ
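ADP-Glo luminescence measures ADP made by human IP6K1 during a 2 h RT reaction with ATP/IP6 (mix at 1.3 mM/130 uM); top library doses 57.5 and 19.1 uM final.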
SNCA expr inhib – SNCA gene expression inhibition. Potency, µM (top dose mostly 57.2 µM), inactives show top-dose activity change, negative = inhibition, hits mostly inhibitors. AID 1671194. 140,000 compounds, 0.17% hits. HEK-293 SNCA-luciferase knock-in, luminescence, 24 h;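 also: potency is read from the fitted curve at half-maximal effect; plate controls were DMSO cells for no effect and cell-free wells for full effect; nearly all actives have a fitted effect of over 45% in size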
GPT2 inh – GPT2 alanine aminotransferase inhibition; Recombinant GPT2, coupled pyruvate oxidase/HRP Amplex Red fluorescence; 100,000 compounds, 0.25% hits; AID 1671188; Potency, µM (doses to about 57.7 µM), without a hit: at the top dose activity change, negative = inhibition, actives largely listed as inhibitors; Q8TD30; also: potency is read from the fitted curve at half-maximal effect; nearly all actives have a fitted effect of over 60% in size; many of its hits are not listed in these tables
Target sequence (Q8TD30 whole entry, looked up): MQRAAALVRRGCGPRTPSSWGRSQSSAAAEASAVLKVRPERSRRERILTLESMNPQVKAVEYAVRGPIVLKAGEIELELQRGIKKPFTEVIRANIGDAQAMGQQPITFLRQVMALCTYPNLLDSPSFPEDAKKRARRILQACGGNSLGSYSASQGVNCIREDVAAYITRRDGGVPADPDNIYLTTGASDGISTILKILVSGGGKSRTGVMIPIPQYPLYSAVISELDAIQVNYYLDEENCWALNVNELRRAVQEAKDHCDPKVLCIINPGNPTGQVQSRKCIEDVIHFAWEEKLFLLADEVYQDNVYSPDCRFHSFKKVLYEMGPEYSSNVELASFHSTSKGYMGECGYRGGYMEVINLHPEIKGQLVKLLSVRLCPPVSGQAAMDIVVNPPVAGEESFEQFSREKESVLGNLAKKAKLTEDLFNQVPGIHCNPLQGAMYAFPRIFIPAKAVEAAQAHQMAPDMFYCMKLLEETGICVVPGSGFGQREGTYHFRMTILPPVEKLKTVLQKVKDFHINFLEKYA
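Fluorescence read-out: pyruvate from GPT2 turnover coupled to pyruvate oxidase, HRP and Amplex Red (0.2mM ThPP, 0.2U/mL PO and HRP, 50uM Amplex final). Substrates 250uM a-KG, 2mM L-alanine; enzyme 10ng/uL; 30 min RT.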
HEK293 viab – reduces viability of HEK-293 SNCA reporter cells; HEK-293-SNCA-luc viability, GF-AFC fluorescence, 24 h; Potency, µM (doses to about 57.1 µM), for the others: at the top dose activity change, negative = cytotoxicity, usual class: cytotoxic; AID 1671193; 150,000 compounds, 0.12% hits;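 also: potency is read from the fitted curve at half-maximal effect; 0% = DMSO-treated cells and -100% = medium-only wells without cells; nearly all actives have a fitted effect of over 30% in size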
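HEK-293-SNCA-luc cells (1500/well) plated 24 h, then exposed 24 h to a dilution series; GF-AFC added 30 min at 37C, fluorescence 405/540 nm; normalised to medium-only and DMSO wells, Hill fit.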
FLuc inh – Photinus pyralis luciferase inhibition; P08659; purified P. pyralis luciferase, luminescence, biochemical; Potency, µM (series often up to 115 µM), without a hit: at the top dose activity change, negative = inhibition, actives largely listed as inhibitors; 76,000 compounds, 2.5% hits; AID 1347043; also: potency is read from the fitted curve at half-maximal effect; nearly all actives have a fitted effect of over 65% in size
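Purified 10nM P. pyralis luciferase with 10uM D-luciferin and 10uM ATP in 50mM Tris acetate pH 7.5, 10mM Mg acetate, 0.01% Tween-20, 0.05% BSA. qHTS titration; luminescence read by CCD imager.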
HEK293 tox – cytotoxic compounds in HEK 293 cells; Potency, µM (top dose mostly 115 µM), inactives show top-dose activity change, negative = cytotoxicity, most hits filed as inhibitors; 94,000 compounds, 6.6% hits; AID 1345083; HEK 293 viability, ATP luminescence (CellTiter-Glo), 48-72 h; also: potency is read from the fitted curve at half-maximal effect; nearly all actives have a fitted effect of over 60% in size
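HEK 293 cells seeded at 250 cells/well were exposed to compound for 48 or 72 hr at 37 degree Celsius. Viability taken as ATP content by CellTiter-Glo luminescence.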
The depositor's hits bear a star; i = inactive; ? = inconclusive; · = no result given; & = joins results of further samples; ! = a repeat was not active; [ ] = dose if it differs, or a comment. Unless noted, calls follow the shape of the dose curve; as a rule, active = well fitted curve in the direction sought with a large enough effect; inconclusive = small, poorly fitted or top-dose-only effect, or another doubt; inactive = no such curve, though single readings can be large; an effect the other way counts as inactive or inconclusive. Unless noted, % is scaled to controls: 0 for no effect and ±100 for the full control effect. Not all compounds are listed; count on the stated rates, not on these rows.

Order of values: 3T3 cytotox, IP6K1 inhibitor, SNCA expr inhib, GPT2 inh, HEK293 viab, FLuc inh, HEK293 tox
> O=C(c1ccc(C(F)(F)F)cc1)N1CCN(C(=O)c2nc3cccnc3n(C3CCCC3)c2=O)CC1
    ?, -5, 5%, 2%, -11%, ·, -22%
> Cc1ccccc1NC(=O)N1CCC(N2CCCC(C(=O)N3CCCC3)C2)CC1 (stereo unspecified)
    -8%, 16, -15%, 0%, -4%, 4%, -5%
> O=C(CCc1ccccc1)N1CCN(c2cc(-c3ccccc3)[nH]n2)CC1
    -30%, -2, 21%, i, 4%, 0%, ?
> Cc1cc(C(=O)N[C@H]2[C@H](O)[C@H](O)C[C@@H]2c2cccnc2)nn1C
    1%[174 µM], 10, -20%[87.6 µM], 3%[88.5 µM], -2%[87.6 µM], 1%[172 µM], i
> CCNC(=O)N1CCCC(c2nn(C)c(=O)n2CC)C1 (stereo unspecified)
    -4%, 8, 19%, i, 6%, -13%, -5%
> C#CCN(C)Cc1nc(C2(O)CCN(C(=O)c3ccccc3F)CC2)cs1
    -18%[174 µM], 6, ?, -22%[88.5 µM], 6%[87.6 µM], -11%[172 µM], -26%[172 µM]
> COCCN1C(=O)c2ccccc2C(C(=O)NCc2ccco2)C12CCCCC2 (stereo unspecified)
    -6%, 7, ?, -7%, -6%, -7%, ?
> COC(=O)c1cc2sc(Cl)cc2n1Cc1nc(-c2ccc(OC)cc2)oc1C
    ·, 1, -3%, ·, 11%, ·, ·
> CCC(=O)N1CCCC(n2c(C)cnc2-c2ccccc2)C1 (stereo unspecified)
    -13%, 8, 20%, i, 3%, 2%, ?
> COc1ccc(OC)c(-c2nc3cc4c(cc3cc2CN2CCCOCC2)OCO4)c1
    -10%, 21, 3%, -8%[11.5 µM], -23%, -1%, ?
> Cc1cccc([S+](=O)([O-])N2CCC3(CC2)OCCN(CC2CC2)C3=O)c1
    ?, 3, -29%[87.6 µM], -2%[88.5 µM], 5%[87.6 µM], -2%[172 µM], -15%[172 µM]
> COc1cccc(NC(=O)CCNS(=O)(=O)c2ccc(Br)s2)c1
    ·, -2, -38%, ·, 6%, ·, ·
> C[C@]1(CO)CCC[C@]2(C)C3=C(CCC12)COC3 (stereo partly specified)
    ·, -6, ·, ?, -9%, ·, ·
> CCOC(=O)C(C)NC(=O)c1cc2c(=O)[nH]c3ccc(C)cc3c2s1 (stereo unspecified)
    ·, -2, 3%, ·, 4%, ·, ·
> CCCN1C(=O)c2oc3cc(C)cc(C)c3c(=O)c2C1c1ccc(F)cc1 (stereo unspecified)
    ·, -5, 19%, ·, -10%, ·, ·

Continued; the last four above are carried over.
Order of values: 3T3 cytotox, IP6K1 inhibitor, SNCA expr inhib, GPT2 inh, HEK293 viab, FLuc inh, HEK293 tox
> COc1cccc(NC(=O)CCNS(=O)(=O)c2ccc(Br)s2)c1
    ·, -2, -38%, ·, 6%, ·, ·
> C[C@]1(CO)CCC[C@]2(C)C3=C(CCC12)COC3 (stereo partly specified)
    ·, -6, ·, ?, -9%, ·, ·
> CCOC(=O)C(C)NC(=O)c1cc2c(=O)[nH]c3ccc(C)cc3c2s1 (stereo unspecified)
    ·, -2, 3%, ·, 4%, ·, ·
> CCCN1C(=O)c2oc3cc(C)cc(C)c3c(=O)c2C1c1ccc(F)cc1 (stereo unspecified)
    ·, -5, 19%, ·, -10%, ·, ·
> Cc1nc2ccc(S(=O)(=O)NC(CC(C)C)C(=O)N3CCN(c4ccc(F)cc4)CC3)cc2s1 (stereo unspecified)
    ·, -10, 5%, ·, 0%, ·, ·
> COc1ccc(-c2nc(-c3ccccc3)nc3c2CN(C(=O)c2ccccc2C)CC3)cc1
    ?, 0, 14%, -6%, ?, 0%, ?
> CN1CCC(NC(=O)c2n[nH]c3c2CN(C(=O)c2cccc(F)c2)CC3)CC1
    i, -19, -13%, -5%, 8%, 4%, 10%
> FC(F)(F)CN1C2CCC1CN(c1ccc(-c3ccccc3)nn1)C2
    ?, -16, -5%, -6%, -8%, ·, ?
> COc1cccc(-c2cccc(C(=O)N3CCN(C(=O)c4ccc(Cl)nc4)CC3)c2)c1
    -23%, -5, 20%, -4%, 6%[12.5 µM], ·, ?
> CCOC(=O)N1CCN(Cc2cccc(OCC(O)CN3CCOCC3)c2)CC1 (stereo unspecified)
    -17%, 9, -3%, -3%, -6%, 9%, -25%
> COC(=O)c1sc2cccc(F)c2c1S(=O)(=O)N1CCN(c2ccc(C)cc2C)CC1
    ·, -10, -1%, ·, 11%, ·, ·
> CCOc1ccc(CCNC(=O)CCCc2nnc3n(CC(C)C)c(=O)c4sccc4n23)cc1
    ·, 5, -9%, ·, -17%, ·, ·
> COc1cccc(CC(=O)N2CCN(C(=O)c3nnn4c3COC(c3ccc(Cl)cc3)C4)CC2)c1 (stereo unspecified)
    -41%, 0, -6%, i, -11%, -9%, -33%
> NC(=O)[C@@H]1CN(C(=O)Cc2ccccc2F)C[C@H]1COc1ccccc1
    -9%, -2, 11%, i, 18%, -3%, -25%
> C[S+](=O)([O-])N1CCC2(CC1)CC(Cc1ccccc1)=NO2
    ?, 1, -20%, 5%, -3%, ·, i
> COCc1ccc2c(c1)c(OC(C)(C)C(=O)NCC1CCOCC1)nn2CCC(C)C
    ?, 5, -26%[87.6 µM], -8%[88.5 µM], -6%[87.6 µM], -3%[172 µM], ?
> CCOC(=O)N1CCC(=O)N(CC)C[C@H]2COc3cc(OC)ccc3[C@H]21
    -35%, -7, ·, ·, ·, ·, ?
> Cc1cc(CNC(=O)Cc2ccc(-n3cnnn3)cc2)c2[nH]c(C)c(C)c2c1
    20µM*, 8, -19%, i, -17%, 4%, ?
> COc1ccc(Cl)cc1C(=O)N1CCC(Oc2nccnc2N(C)C)C1 (stereo unspecified)
    i, -5, 199%[activator], i, 7%, ?, ?
> COCCn1c(=O)c(C(=O)NCc2ccc(Cl)cc2)nc2cccnc21
    -29%, 16, 0%, -2%, -3%, ·, ?
> COC(=O)c1cccc(-n2c(CCC(=O)O)ccc2-c2cccs2)c1
    ·, -22, 154%[activator], ·, 1%, ·, ·
> Cc1cc(C(=O)N2CCCCC2c2noc(COc3ccc(F)cc3)n2)nn1C (stereo unspecified)
    ?, 10, 24%, -4%, 0%, 0%, -29%
> COc1ccc(CCC(=O)N2CCC(N3C(=O)C(O)C34CCCCC4)CC2)cc1 (stereo unspecified)
    -5%, -1, ?, 5%, 4%, 1%, 0%
> COc1cccc(C(c2sc3nc(-c4ccco4)nn3c2O)N2CCCC2)c1 (stereo unspecified)
    ·, -11, 127%[activator], ·, -20%, ·, ·
> COc1cccc(CCC(=O)N2CCC(c3n[nH]c(=O)n3Cc3ccc(F)cc3)CC2)c1
    -16%, 3, -13%, i, -8%, 10%, 6%
> COC1C(=O)N(C2CCN(S(=O)(=O)c3cccc(F)c3)CC2)C12CCOCC2 (stereo unspecified)
    -11%, 2, 14%, -9%, 7%, 2%, -1%
> Cc1cnc(C(=O)NCC23CCC=C2N(C)C(=O)CC3)cn1 (stereo unspecified)
    -10%, 3, -17%, i, 6%, -1%, 0%
> O=C(c1ccc(F)c(Cl)c1)N1CCC2(CC1)CC(O)CCO2 (stereo unspecified)
    -3%, 0, 14%, 1%, 19%, 5%, -16%
> Cc1noc(C)c1Cn1cc2c3c(cccc31)[C@H](CC(C)C)N[C@H](C(=O)NCCN(C)C)C2
    ?, -3, -3%, i, -1%, -1%, ?
> Cc1nn(C)c(C)c1CCC(=O)N1CCCOCCNC(=O)CC1
    -5%, -12, -5%, i, 3%, 6%, i
> COc1ccccc1-c1ccc(CN2CCCCC2C(=O)NC2CCCC2)cc1 (stereo unspecified)
    ?, 4&9, ·, ·, ·, ·, 35µM*!
> O=C(CCc1ccccc1)N1CCNc2cnc(Nc3cccc(C(F)(F)F)c3)nc2C1
    ?, -6, -18%, 1%, -7%, 11%, ?
> CCOC(=O)c1ccc(N(C)c2csc(-c3ccccc3)n2)cc1
    ·, -8, ·, i, -5%, ·, ·
> COc1cccc(CNC(=O)C2CN(c3cccc(OC)c3)C(=O)N2)c1 (stereo unspecified)
    -27%, -8, -3%, i, 0%, -14%, -10%
> Cc1nnc2ccc(N3CCCC(NC(=O)Cc4ccc(F)cc4)C3)nn12 (stereo unspecified)
    -20%[138 µM], -12, ·, ·, ·, ·, 2%[172 µM]
> COc1ccc2nc(N(Cc3cccnc3)C(=O)c3ccc4c(c3)OCCO4)sc2c1
    ·, 5, 63%[activator], ·, 10%, ·, ·
> Cc1cc(Nc2cccc(O)c2)c2cccc(Br)c2n1
    ·, 2, -10%, ·, -9%, ·, ·
> CCS(=O)(=O)Nc1ccc(C)n(CC(=O)NCc2cc(F)ccc2F)c1=O
    -6%, -7, -25%, i, 10%, 6%, 6%
> CC(=O)N1C[C@H](NS(=O)(=O)c2ccc(C)c(Cl)c2)[C@@H](C2CC2)C1
    -8%, 7, -3%, i, -10%, 11%, ?
> Cc1cc(=O)n(Cc2cccc(Cl)c2)c2c1c(C)nn2-c1ccccc1
    ·, 1, 1%, ·, -5%, ·, ·
> CCCCN1CCc2nc(N3CCN(c4ncccn4)CC3)ncc2C1
    ·, 7, -10%, ·, -13%, ·, ·
> COC(=O)[C@@H]1Cc2ncn(Cc3ccc(Cl)cc3)c2CN1S(=O)(=O)c1ccc(NC(C)=O)cc1
    -13%, 8, -6%, 1%, -16%, 1%, i
> O=S(=O)(c1cccs1)N1CC(c2noc(C3CCCN3CC3CC3)n2)C1 (stereo unspecified)
    -20%, 30, 42%[activator], -1%, 7%[12.5 µM], 9%, ?
> COc1cc(OC)c(NC(=O)Cn2nc3n(c2=O)CCCC3)cc1Cl
    i, -1, -6%, i, 1%, 10%, 11%
> CN1CCC[C@@H]1c1cccnc1
    ·, -31*, 27%[25.6 µM], i, 43%[23.9 µM], ·, ·
> COC(=O)c1ccc2c(c1)nc1n2[C@@H](CNCc2ccncc2)COC1
    -24%[138 µM], -5, -6%[87.6 µM], -36%[88.5 µM], 5%[87.6 µM], -15%[172 µM], -23%[172 µM]
> CSCC(=O)Nc1nn(-c2ccc(F)cc2)c2cccc(N3CCOCC3)c12
    ?, 35, 69%[activator], -21%, ?, 6.3µM*, ?
> Cc1ccc(NC(=O)CSc2nnc3[nH]c(=O)cc(C)n23)cc1Cl
    ·, 2, -4%, ·, -3%, ·, ·
> O=C(OCc1ccccc1Cl)c1ccc(-c2nnn(Cc3ccc(F)cc3)n2)cc1
    ·, -4, -11%, ·, 5%, ·, ·
> Cc1nc(C)c(C(=O)N2CCCCCCNC(=O)[C@@H]3CCC[C@@H]32)s1
    -10%, -1, -7%, i, ?, -13%, 2%
> c1ccc(CCn2cnc3cccnc32)cc1
    -29%[174 µM], 12, 81%[activator][87.6 µM], -8%[88.5 µM], -22%[87.6 µM], 40µM*, -26%[230 µM]
